Assay outcomes from PubChem BioAssay.
LAP4-GFP MLPCN: yeast TOR pathway LAP4-GFP modulation. hit rate 0.34% among 320,000. S. cerevisiae LAP4-GFP multiplex, flow cytometry GFP, 3 h; median GFP as percent of DMSO wells. GFP response vs DMSO, % at 10 µM;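 active means GFP response vs DMSO above a set limit, about the screen mean plus 3 SD, cut at about 150% in these data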
procasp3 activ: activates human procaspase-3. recombinant procaspase-3 D3A, Ac-DEVD-pNA absorbance 405 nm. activation, % at 8.5 µM. hit rate 0.11% among 330,000. AID 463141;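 active means activation above the mean of all tested compounds plus 3 SD, cut at about 21% in these data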;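 further: 0% = DMSO alone and 100% = DMSO wells spiked with extra 5 µM PC-3 D3A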
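Assay system: Procaspase-3 D3A mutant, all three cleavage aspartates alanine. Buffer or medium: Zinc-free HEPES saline buffer with Triton X-100. Times: 1 h compound preincubation, 2 h substrate hydrolysis at 25 °C. Measured by: 405 nm absorbance of p-nitroaniline, reads at 0 and 120 min. Read-out basis: percent activation relative to control range. Replicates: singlicate.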
RPL19A-GFP yeast: modulators of TOR pathway RPL19A-GFP in S. cerevisiae; hit rate 0.3% among 330,000; percent response vs DMSO, % at 10 µM; AID 2025; S. cerevisiae RPL19A-GFP strain, flow cytometry, 3 h; hits give low values;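 active means percent response vs DMSO below 50%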;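 further: median channel GFP fluorescence of the barcoded RPL19A-GFP strain; ratio of sample median GFP to plate DMSO average so 100% = DMSO; lower means less RPL19A-GFP as with rapamycin TOR inhibition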
MEP2 TOR yeast: modulators of TOR pathway MEP2-GFP in S. cerevisiae; hit rate 0.51% among 330,000; GFP response vs DMSO, % at 10 µM; AID 2016; S. cerevisiae MEP2-GFP strain, flow cytometry GFP, 3 h; 100% = DMSO control level;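 active means GFP response versus DMSO above a set limit, roughly screen mean plus 3 SD, cut at about 180% in these data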;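 further: median GFP fluorescence of the barcode-gated MEP2-GFP cells per well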
AHR act: activators of human aryl hydrocarbon receptor. AID 2796. AHR-responsive luciferase reporter cells, luminescence. P35869. hit rate 2.5% among 320,000. activation, % at 5 µM; in the data active means activation above about 47%;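 further: 0% = vehicle wells and 100% = reference agonist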
Target sequence (P35869 whole entry, looked up): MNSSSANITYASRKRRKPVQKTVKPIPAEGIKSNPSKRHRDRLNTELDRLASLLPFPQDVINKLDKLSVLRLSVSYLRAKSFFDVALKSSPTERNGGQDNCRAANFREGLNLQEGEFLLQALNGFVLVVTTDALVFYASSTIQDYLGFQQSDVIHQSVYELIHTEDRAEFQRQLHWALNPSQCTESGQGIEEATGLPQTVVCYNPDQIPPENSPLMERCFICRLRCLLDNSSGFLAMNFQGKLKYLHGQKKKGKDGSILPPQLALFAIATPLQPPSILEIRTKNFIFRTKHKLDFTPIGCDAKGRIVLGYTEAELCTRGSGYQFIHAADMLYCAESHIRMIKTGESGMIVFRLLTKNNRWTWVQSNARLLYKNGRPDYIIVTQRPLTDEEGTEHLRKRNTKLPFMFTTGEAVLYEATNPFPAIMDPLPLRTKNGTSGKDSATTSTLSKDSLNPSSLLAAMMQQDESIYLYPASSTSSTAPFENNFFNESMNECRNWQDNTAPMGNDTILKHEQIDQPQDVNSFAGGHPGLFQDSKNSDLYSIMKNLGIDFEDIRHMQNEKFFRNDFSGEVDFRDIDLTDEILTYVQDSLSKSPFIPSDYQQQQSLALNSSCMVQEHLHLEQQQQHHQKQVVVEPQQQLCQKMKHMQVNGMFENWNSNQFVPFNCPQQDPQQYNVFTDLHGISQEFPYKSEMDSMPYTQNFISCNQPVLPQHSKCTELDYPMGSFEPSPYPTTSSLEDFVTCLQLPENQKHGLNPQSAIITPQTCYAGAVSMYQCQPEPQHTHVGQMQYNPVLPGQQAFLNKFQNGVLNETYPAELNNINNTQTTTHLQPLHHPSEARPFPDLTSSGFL
JMJD2C inh: human JMJD2C demethylase inhibition. Q9H3R0. GST-JMJD2C(1-420) H3K9me3 demethylation, DELFIA europium. inhibition, % at 2.35 µM. hit rate 0.069% among 330,000. AID 2099;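 active means more than half of a compound's replicate wells show inhibition beyond 50%, single wells judged on their own value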;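 further: signal counts dimethyl H3K9 product captured on neutravidin plate; 0% = median of DMSO wells and 100% = 0.3 times that DMSO median; strong numbers were not always called active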
procasp7 counter: activates human procaspase-7, counter-screen for procaspase-3 activators | P55210 | recombinant procaspase-7, Ac-DEVD-pNA absorbance 405 nm; D23A/D198A/D206A triple mutant, cannot self-cleave; scale: DMSO 0, 5 µM enzyme 100 | activation, % at 8.5 µM | hit rate 0.093% among 330,000;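 active means percent activation above the screen-wide mean plus 3 SD, cut at about 25% in these data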
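Replicates: singlicate. Assay system: Procaspase-7 triple mutant (PC-7 D3A). Signal: 405 nm absorbance of p-nitroaniline. Times: 1 h preincubation, 2 h reaction. Buffer or medium: Zinc-free HEPES pH 7.4 with 300 mM NaCl, 0.01% Triton X-100. Also added: DEVD-pNA substrate. Benchmarks: DMSO wells as 0%, DMSO with 5 µM added PC-7 as 100%.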
CR mimetic SO: lowers age-related superoxide in aged yeast cells; hit rate 0.18% among 330,000; superoxide response (% of plate mean), % at 10 µM; AID 2690; S. cerevisiae aged cells, superoxide DHE fluorescence; hits give low values;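 active means superoxide response under a set limit, about three screen SD below normal, cut at about 65% in these data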;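 further: yeast aged for seven days with compound at 30 °C before DHE staining; 100% = average MFI of all compound-treated wells on the plate with controls excluded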
Numbers without * were called inactive; · = not tested or not shown; & = joins results of further samples; [ ] = dose if it differs, or a comment.

Under each structure – LAP4-GFP MLPCN	procasp3 activ	RPL19A-GFP yeast	MEP2 TOR yeast	AHR act	JMJD2C inh	procasp7 counter	CR mimetic SO
- COc1ccc(-c2nc(CN(Cc3cnn(C)c3)C(C)C)c(C)o2)c(OC)c1
    102	5	100	103	12	-3	5	105
- O=S(=O)(c1ccc(SCc2ccc(Cl)cc2)nc1)N1CCCC1
    103	-12	88	89	-1	-1	-6	99
- O=C(Nc1nncs1)c1ccccc1NS(=O)(=O)c1cccs1
    90	2	99	99	0	3&-3	5	102
- O=C1Cc2cc(S(=O)(=O)Nc3ccc(N4CCOCC4)cc3)ccc2N1
    94	-1	92	88	2	-131	7	98
- CC(C)N(Cc1cnn(C)c1)C(=O)C1CCC(=O)N(CCc2cccc(F)c2)C1 (stereo unspecified)
    77	·	120	103	·	4	·	113
- C=CCC[C@@H](Cc1ccc(F)cc1)C(=O)OCCNC(=O)[C@@H](CC=C)CC(=O)N[C@H](CO)Cc1ccccc1
    110	-8	103	102	-1	·	8	99
- COc1ccc2[nH]cc(/C=C/c3cc[n+](C)cc3)c2c1
    134[may fluoresce violet]	-7	78[may fluoresce violet]	369*[may fluoresce violet]	19	-2	-21	99
- COc1ccc(C(=O)c2ccc(OC)cc2O)c(O)c1
    102	-8	94	94	21	2	-15	96
- COc1cccc(/C=C2\SC(=S)N(CCCC(=O)N(CCO)c3ccccc3)C2=O)c1
    103	-1	99	99	-6	4	-7	106
- COc1cc(CNC2CCCC2)cc(Cl)c1OCc1ccccc1F
    108	5	107	109	2	-3	-4	101
- O=C1OC(c2ccccc2)=N/C1=C\C=C\c1ccco1
    91	2	96	87	2	21	-3	114
- Cc1onc(-c2ccccc2Cl)c1C(=O)Nc1cccc2cccnc12
    108[may fluoresce violet]	2	16*[may fluoresce violet]	355*[may fluoresce violet]	2	1	4	92
- O=C(Nc1cnn(Cc2ccc(F)cc2)c1)c1cnn2c(C(F)F)cc(-c3ccccc3)nc12
    100	5	98	95	-2	-2	3	99
- CCOC(=O)c1c(N)nn(C(=O)C(C)C)c1-c1ccc(OC)cc1
    102	-1	103	115	-1	2	13	97
- O=c1c2cn[nH]c2[nH]c(=S)n1-c1cccc(Cl)c1
    88	3	94	93	-1	5	-1	98
- CCCCc1c(C)c(C#N)c2nc3ccccc3n2c1Nc1c(C)n(C)n(-c2ccccc2)c1=O
    93	-4	101	99	12	-5	-4	107
- O=C(NCc1ccccc1Cl)C1CCN(C(=O)c2ccco2)CC1
    104	5	108	120	1	58*	-12	103
- CS(=O)(=O)N(CC(=O)NCCSC1CCCCC1)c1ccc2c(c1)OCO2
    90	-2	95	91	3	-8	12	96
- O=C(c1ccc(Cl)cc1Cl)N1CCSCC1
    111	2	97	99	0	-2	6	94
- COC(=O)C1=C(C)N(Cc2ccccc2)C(=NCc2ccco2)N[C@H]1c1cccc(F)c1
    101	-8	95	98	-1	·	-3	92
- CCn1cc([N+](=O)[O-])c(C(=O)N2CCN(C(=O)c3ccco3)CC2)n1
    106	0	100	105	4	-3	4	103
- CC(C)(C)c1csc(Sc2ncccc2[N+](=O)[O-])n1
    121	-6	93	98	-4	6	-6	83
- CC(=O)N/C(=C/c1ccc2c(c1)OCO2)C(=O)NCCO
    98	10	101	104	7	-32	-4	90
- CCS(=O)(=O)c1ccc(O)c(NC(=O)c2cc(-c3ccccn3)nc3ccccc23)c1
    92	1	92	92	26	-6	-10	87
- COC(=O)c1sc(NC(=O)c2ccc(Cn3cc(Cl)cn3)o2)c(C#N)c1C
    104	-22	95	108	27	8	-19	106
- CC(C)(C)C(=O)NC(=O)Nc1ccccc1C(F)(F)F
    93	1	96	92	2	19	3	108
- Cc1[nH]c(=O)[nH]c(=O)c1/C=N/NC(=O)[C@@H](NC(=O)OC(C)(C)C)C(C)C
    93	-1	100	100	0	4	2	92
- CC(C)(C)n1nc2c(c1NC(=O)c1ccc(Br)o1)CS(=O)C2 (stereo unspecified)
    102	-2	98	116	0	35	-3	95
- O=C(Nc1cccc(NC(=O)c2cccc(F)c2)c1)c1ccccc1
    92	8	98	98	27	-25	1	79
- CCN(c1ccccc1)S(=O)(=O)c1csc(C(N)=O)c1
    98	-5	100	115	2	-5	-10	89
- CCC(=O)NC(Cc1ccccc1)c1nc2ccccc2[nH]1 (stereo unspecified)
    92	·	103	108	·	35	·	102
- COc1ccccc1CNc1ccccc1F
    108	-1	94	98	0	47	-14	100
- Cc1ccc(NC(=O)c2cccs2)cc1[N+](=O)[O-]
    104	-6	94	93	7	-2	0	89
- O=C(COC(=O)CCS(=O)(=O)c1ccc(Cl)cc1)NCCc1ccc(Cl)cc1Cl
    85	-11	105	102	10	-8	-4	99
- CCOC(=O)C1=C(C)OC(N)=C(C#N)C1c1cc(OC)c2c(c1)OCO2 (stereo unspecified)
    94	1	97	105	33	-2	18	96
- CCC(=O)NCCc1nc2ccccc2n1Cc1ccc(C)cc1
    95	-2	100	102	0	4	0	88
- CCN1CCN(c2ccc(S(=O)(=O)N3CCOCC3)cc2NC(=O)c2ccc(C)cc2C)CC1
    101	3	105	100	7	·	15	80
- CC(=O)CCC(=O)OCC(=O)c1ccc(C(F)(F)F)cc1
    ·	10	100	102	-1	-1	-4	87
- COc1ccc(/C=N/NC(=O)c2ccc3c(c2)OCO3)c(C(=O)O)c1OC
    89	-5	99	100	17	8	-5	77
- Nc1cc(C(=O)OCC(=O)NCCCc2ccccc2)ccc1Cl
    87	3	100	95	4	-15	-3	107
- CCN(CC)S(=O)(=O)c1cc(C(=O)c2nccn2C)ccc1Cl
    103	-2	108	102	0	-7	5	84
- CC1CN(C(=O)COC(=O)c2ccc(Cl)c(S(=O)(=O)N3CCCCC3)c2)CC(C)O1 (stereo unspecified)
    99	-1	101	105	2	-6	6	112
- O=C(Oc1cccc(NC(=O)c2ccco2)c1)c1cccc(S(=O)(=O)N2CCCCC2)c1
    86	12	90	92	3	0	-8	94
- CCc1nc2ccc(C)cc2c(C(=O)NC2CCCCC2C)c1C (stereo unspecified)
    85	-10	86	99	3	-2	-1	96
- COc1ccc(/C=C/C(=O)OCC(=O)NC(C)CCc2ccccc2)cc1 (stereo unspecified)
    107	2	104	108	1	-13	-8	105

Ordered by SMILES length (rising): part of the list above
Under each structure – LAP4-GFP MLPCN	procasp3 activ	RPL19A-GFP yeast	MEP2 TOR yeast	AHR act	JMJD2C inh	procasp7 counter	CR mimetic SO
- Nc1cc(C(=O)OCC(=O)NCCCc2ccccc2)ccc1Cl
    87	3	100	95	4	-15	-3	107
- CC(=O)CCC(=O)OCC(=O)c1ccc(C(F)(F)F)cc1
    ·	10	100	102	-1	-1	-4	87
- COc1ccc(/C=N/NC(=O)c2ccc3c(c2)OCO3)c(C(=O)O)c1OC
    89	-5	99	100	17	8	-5	77
- O=C(COC(=O)CCS(=O)(=O)c1ccc(Cl)cc1)NCCc1ccc(Cl)cc1Cl
    85	-11	105	102	10	-8	-4	99

A different layout for some results above.
mol	LAP4-GFP MLPCN	procasp3 activ	RPL19A-GFP yeast	MEP2 TOR yeast	AHR act	JMJD2C inh	procasp7 counter	CR mimetic SO
CCN(c1ccccc1)S(=O)(=O)c1csc(C(N)=O)c1	98	-5	100	115	2	-5	-10	89
CCC(=O)NC(Cc1ccccc1)c1nc2ccccc2[nH]1 (stereo unspecified)	92	·	103	108	·	35	·	102
COc1ccccc1CNc1ccccc1F	108	-1	94	98	0	47	-14	100
Cc1ccc(NC(=O)c2cccs2)cc1[N+](=O)[O-]	104	-6	94	93	7	-2	0	89
O=C(COC(=O)CCS(=O)(=O)c1ccc(Cl)cc1)NCCc1ccc(Cl)cc1Cl	85	-11	105	102	10	-8	-4	99
CCOC(=O)C1=C(C)OC(N)=C(C#N)C1c1cc(OC)c2c(c1)OCO2 (stereo unspecified)	94	1	97	105	33	-2	18	96
CCC(=O)NCCc1nc2ccccc2n1Cc1ccc(C)cc1	95	-2	100	102	0	4	0	88

Further compounds.
Under each structure – LAP4-GFP MLPCN	procasp3 activ	RPL19A-GFP yeast	MEP2 TOR yeast	AHR act	JMJD2C inh	procasp7 counter	CR mimetic SO
- Cc1c(Cl)c([N+](=O)[O-])nn1CCCC(=O)N(Cc1ccccc1)Cc1ccccc1
    90	1	102	99	2	-5	-1	103
- COc1ccc(-c2nnc(SCC(=O)NCc3ccco3)o2)cc1
    97	-4	93	97	-1	1	-2	99
- O=C(c1ccc(Cl)cc1)N(c1ccccn1)C1CCCCC1
    92	7	101	85	2	2	-1	122
- S=C(N/N=C/c1ccc(Cl)cc1)N1CCOCC1
    114	-11	96	103	71*	-1	-11	102
- Cc1cnc(C(=O)OCC(=O)Nc2cc(S(=O)(=O)N3CCCCC3)ccc2Cl)cn1
    93	-2	103	100	0	8	10	86
- CCNC(=S)Nc1ccc(-c2nc3ccccc3[nH]2)cc1
    110	3	96	93	34	-21	3	88
- O=C1/C(=C/c2ccco2)SC(=S)N1CC1CCCO1 (stereo unspecified)
    104	-3	100	101	-3	9	-12	83
- CCN(CC(=O)Nc1ccccc1C(=O)Nc1ccccc1)Cc1nc2ccccc2c(=O)[nH]1
    91	4	92	90	0	1	6	103
- O=C(/C=C/c1ccc(F)cc1)N1CCN(S(=O)(=O)/C=C/c2ccccc2)CC1
    106	-3	102	108	-1	-14	-4	96
- CCc1cccc(C)c1NC(=O)CCN1C(=O)NC(C)(C)C1=O
    99	5	93	90	-1	-6	6	109
- Cc1c(C)c2ccc(OCC(=O)Nc3ccc(CN4CCOCC4)cc3)cc2oc1=O
    96	2	99	108	-5	7	4	84
- Cn1c(=O)c(C(=O)COC(=O)c2cc(C(F)(F)F)nc3c(C(F)(F)F)cccc23)c(N)n(CC2CC2)c1=O
    120	13	101	94	-4	4	3	102
- O=C(c1ccc([N+](=O)[O-])cc1)N1CCN(c2ncc(Br)cn2)CC1
    98	1	100	101	5	-12	1	93
- OCCC1CCCCN1CC(O)COCc1ccc(Cl)cc1 (stereo unspecified)
    95	-5	104	102	0	93	-4	108
- CSc1ccccc1NC(=O)CN(C)C(=O)C1CC(=O)N(C(C)c2ccccc2)C1 (stereo unspecified)
    95	0	99	98	4	-6	10	85
- CCSc1nnc(NC(=O)/C=C/c2ccco2)s1
    94	6	96	102	60*	-4	7	113
- Cc1cn2c(=O)c(C(=O)N3CCN(c4ccccc4F)CC3)cnc2s1
    100	-10	97	100	-1	-3	4	116
- OC1(c2ccc(Br)cc2)CCNCC1
    104	7	99	100	-4	2	7	106
